Dengue-2 NS5 capping: Dengue-2 NS5 methyltransferase inhibitors, primary screen, biochemical, confirmation dose response (AID 588689) | Dengue-2 NS5 methyltransferase capping enzyme assay, biochemical; higher % means a stronger effect | inhibition, % at 25 µM; hits with a dose series show IC50 in µM | 0.3% of 340,000 active; in the data active = a potency from the dose series
UTI89 phage lysis: inhibition of K1F phage lysis, E. coli UTI89, bacterial capsule biogenesis inhibitors, alamar blue (AID 488966) | E. coli UTI89 K1F phage lysis, alamar blue, 2 h; higher % means a stronger effect | one-dose inhibition, % at 100 µM; IC50 in µM for titrated hits | 0.02% of 340,000 active;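 active = phage lysis inhibition, versus mean bacterial control, above a set limit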;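 also: capsule biogenesis inhibitors block K1F phage lysis so surviving cells raise fluorescence; higher fluorescence means more inhibition of phage lysis; actives were called in the ten point dose series up to 300 µM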
Dengue-2 NS5 capping pilot replicate: further read-out of Dengue-2 NS5 capping, marked with its call; inhibition, %; measured here: pilot screen replicate inhibition
* hit, by the source's call; [ ] = another dose, or the depositor's remark. This is a subset, so the mix of outcomes need not match the whole.

SMILES | Dengue-2 NS5 capping | UTI89 phage lysis | others
Cc1cc(C)c2nc(Nc3nc(CSc4nc5ccccc5[nH]4)cc(=O)[nH]3)nc(C)c2c1 | 6.2% | 0.3%
Cc1ccc(S(=O)(=O)N(C)CC(=O)NNC(=O)CCS(=O)(=O)c2ccccc2)cc1 | -0.7% | 1.4%[50 µM]
COCC(C)n1c(SCC(=O)NC(=O)NCc2ccccc2)nc2ccccc2c1=O (centres undefined) | -8.9% | 3.9%
CN(Cc1ccccc1)C(=O)COC(=O)c1cc(=O)[nH]c2ccccc12 | 5.8% | 0.7%
CSc1ccccc1NC(=O)CN1C(=O)C2CC=CCC2C1=O (centres undefined) | -5.8% | 0.7%[50 µM]
COc1ccc(CN(CC(O)COCc2ccccc2)S(=O)(=O)c2ccccc2Br)cc1 (centres undefined) | -2.0% | 0.0% | Dengue-2 NS5 capping pilot replicate=-2.7
O=c1cc(-c2ccsc2)oc2cc(-c3ccc4c(c3)OCO4)ccc12 | 6.1% | -0.5%
CN1OC[C@@H]2CN(Cc3ccccc3)[C@H](c3cccc(-c4ccc(C#N)cc4)c3)C[C@@H]21 | -2.6% | 0.2% | Dengue-2 NS5 capping pilot replicate=-3.4
CCN(CC)C(=O)[C@H]1CC(CC(=O)NCc2cccc(C(F)(F)F)c2)C(=O)N2CCc3c([nH]c4ccccc34)[C@]12C (some centres undefined) | -8.6% | 0.2% | Dengue-2 NS5 capping pilot replicate=3.3
COC(=O)c1ccc(COC(=O)CSCC(=O)Nc2ccc(C)cc2C)cc1 | -12.2% | 1.0%[50 µM]
CCOC(=O)C1=C(COC(=O)CNS(=O)(=O)c2c(F)cc(F)cc2Br)NC(=O)NC1C (centres undefined) | 1.5% | 0.7%[50 µM]
O=C(C=Cc1ccccc1)N1CCCCC1 | 0.8% | -0.8%
O=C1c2ccccc2C(=O)c2c(/C=C/N3CCCCC3)ccnc21 | 61.6µM* | 1.3%
Cc1ccc(S(=O)(=O)N2CCN(C(=O)COC(=O)c3ccc(Cl)c(S(N)(=O)=O)c3)CC2)c(C)c1 | 2.9% | 0.9%[50 µM]
CC(=O)c1cccc(S(=O)(=O)N2CCC(C(=O)Oc3ccc(-c4nnco4)cc3)CC2)c1 | 0.8% | 1.5%
C[C@H](CO)N1C[C@H](C)[C@@H](CN(C)C(=O)NC2CCCCC2)Oc2ccc(NC(=O)Cc3ccccc3)cc2C1=O | 1.6% | 0.2% | Dengue-2 NS5 capping pilot replicate=-3.0
COc1ccc(Cl)cc1C(=O)NNC(=O)c1[nH]c(C)c(C(C)=O)c1C | -1.5% | -1.7%
O=C(OCC(=O)N1CCCCCC1)c1ccc(Cl)nc1 | -3.7% | 0.7%[50 µM]
CCN1C/C(=C\c2cc(OC)c(OC)c(OC)c2)C2=NN(c3ccccc3)C(c3cc(OC)c(OC)c(OC)c3)C2C1 (centres undefined) | -0.4% | 1.5%
C[C@]12c3[nH]c4cc(-c5ccco5)ccc4c3CCN1C(=O)[C@@H](CC(=O)NCC13CC4CC(CC(C4)C1)C3)C[C@@H]2C(=O)N1CCCCC1 | -6.6% | -0.1% | Dengue-2 NS5 capping pilot replicate=1.5
Cn1c2ccccc2c(=O)c2cc(NCCCN3CCOCC3)ccc21 | 6.4% | -0.5%
CCCCCCCCNS(=O)(=O)CCNC1CC1 | -4.6% | -0.1%
O=C(COC(=O)c1ccncc1)Nc1ccc2c(c1)OCO2 | 6.6% | -0.9%
CC(NC(=O)c1cccc(S(=O)(=O)N2CCN(Cc3ccccc3)CC2)c1)c1ccccc1Cl (centres undefined) | 8.0% | -0.2%[50 µM]
COc1ccccc1C(=O)OCC#CCSc1nnc(-c2cccc3ccccc23)o1 | 2.5% | -1.2%

Among those listed so far, two contain bromine.
SMILES | Dengue-2 NS5 capping | UTI89 phage lysis | others
COc1ccc(CN(CC(O)COCc2ccccc2)S(=O)(=O)c2ccccc2Br)cc1 (centres undefined) | -2.0% | 0.0% | Dengue-2 NS5 capping pilot replicate=-2.7
CCOC(=O)C1=C(COC(=O)CNS(=O)(=O)c2c(F)cc(F)cc2Br)NC(=O)NC1C (centres undefined) | 1.5% | 0.7%[50 µM]

Returning to the listing with the 5 entries that preceded the break.
SMILES | Dengue-2 NS5 capping | UTI89 phage lysis | others
Cn1c2ccccc2c(=O)c2cc(NCCCN3CCOCC3)ccc21 | 6.4% | -0.5%
CCCCCCCCNS(=O)(=O)CCNC1CC1 | -4.6% | -0.1%
O=C(COC(=O)c1ccncc1)Nc1ccc2c(c1)OCO2 | 6.6% | -0.9%
CC(NC(=O)c1cccc(S(=O)(=O)N2CCN(Cc3ccccc3)CC2)c1)c1ccccc1Cl (centres undefined) | 8.0% | -0.2%[50 µM]
COc1ccccc1C(=O)OCC#CCSc1nnc(-c2cccc3ccccc23)o1 | 2.5% | -1.2%
O=C(Cn1cnc2scc(-c3ccc(F)cc3)c2c1=O)NCC(c1ccco1)N1CCCC1 (centres undefined) | 0.7% | 1.0%[50 µM]
O=[N+]([O-])c1ccc2c(c1)C(=NO)c1cc(F)ccc1-2 | 10.8% | -5.2%
CC(=NNC(=O)c1ccncc1)c1ccccc1Cl | 0.8% | 1.4%
COc1ccc(NC(=O)c2oc3ccccc3c2CSC)cc1S(=O)(=O)N1CCOCC1 | -8.8% | 1.8%
CCC(NC(=O)CC[C@H]1O[C@@H](n2cc(C)c(=O)[nH]c2=O)C[C@@H]1O)c1ccccc1 (some centres undefined) | -3.3% | 0.3%
O=C(NCCN1CCOCC1)c1cccc(S(=O)(=O)Nc2cc(Cl)ccc2Cl)c1 | -2.2% | 1.0%[50 µM]
COc1ccc(S(=O)(=O)N2CCN(CC(=O)Nc3c(C)n[nH]c3C)CC2)cc1OC | -6.2% | -5.0%
CCCCn1c(N)c(N(CCC(C)C)C(=O)COC(=O)c2ccc([N+](=O)[O-])s2)c(=O)[nH]c1=O | 2.7% | 1.5%
Cc1cccc(N2CCN(C(=O)c3ccc4nccnc4c3)CC2C)c1 (centres undefined) | -3.2% | 0.8%
CCOC(=O)CCC(NC(=O)c1ccc(CNc2nc3cc(C(F)(F)F)ccc3nc2C(=O)OCC)cc1)C(=O)OCC (centres undefined) | 10.5% | 4.1%
O=C(NCc1ccco1)c1cc(S(=O)(=O)NC2CC2)ccc1Br | -4.7% | 0.4%
CCN1C(=O)C(=O)N(CC(=O)N(C)CC(=O)Nc2ccccc2C(F)(F)F)C1=O | -0.4% | 1.1%[50 µM]
CCCCN1CC[C@@H]2C=CC[C@H](C(=O)OC)[C@@H]2C1=O | -3.6% | 0.3% | Dengue-2 NS5 capping pilot replicate=-2.1
CSc1nc2nc(C)c(CCC(=O)OCC(=O)Nc3ccc(F)cc3)c(C)n2n1 | -5.1% | 0.6%[50 µM]
CCN1C(=O)[C@H]2[C@H]3CN=C(SCC(=O)c4ccccc4)N3[C@@](CC)(C(=O)OC)[C@H]2C1=O | 0.7% | 0.0% | Dengue-2 NS5 capping pilot replicate=2.1
Nc1nc(N)c2[nH]c(=S)[nH]c2n1 | -2.3% | -1.5%
O=C(CN1C(=O)NC(c2ccccc2)(c2ccccc2)C1=O)NCCc1ccc(F)cc1 | 3.2% | 10.6%
COc1cc2cc(CCCO)oc(=O)c2cc1OC | -5.7% | 3.7%
Cc1cnc(C(=O)N2CCN(S(=O)(=O)c3cc(C(F)(F)F)cc(C(F)(F)F)c3)CC2)cn1 | 3.7% | 0.3%[50 µM]
OC(COc1cccc2ccccc12)CN1CCOCC1 (centres undefined) | -0.4% | 1.0%
C=CCn1cnnc1SCC(=O)N(C)CC1COc2ccccc2O1 (centres undefined) | 0.8% | 0.1%
CCOc1ccc(S(=O)(=O)NCCC(=O)OCC(=O)NC(=O)c2cccn2C)cc1 | -7.4% | 0.3%
Cc1cc(C(=O)NNC(=O)C(C)NS(=O)(=O)c2ccccc2F)c(C)o1 (centres undefined) | -10.5% | 0.8%[50 µM]
O=C(OCC(=O)c1ccc(Cl)cc1Cl)c1ccccn1 | -5.5% | 1.0%[50 µM]
CN(C1CCCCC1)S(=O)(=O)c1ccc(SCC(=O)C(C)(C)C)nc1 | -8.3% | 0.3%[50 µM]

Quoted at random: three records from the list, in no set order.
SMILES | Dengue-2 NS5 capping | UTI89 phage lysis | others
Cc1cnc(C(=O)N2CCN(S(=O)(=O)c3cc(C(F)(F)F)cc(C(F)(F)F)c3)CC2)cn1 | 3.7% | 0.3%[50 µM]
O=C(OCC(=O)c1ccc(Cl)cc1Cl)c1ccccn1 | -5.5% | 1.0%[50 µM]
Nc1nc(N)c2[nH]c(=S)[nH]c2n1 | -2.3% | -1.5%

New compounds follow.
SMILES | Dengue-2 NS5 capping | UTI89 phage lysis | others
Cc1ccc(S(=O)(=O)N2C[C@@H]3[C@H]4CC[C@H](C4)[C@@H]3[C@@H](C)[C@H]2c2ccco2)cc1 | -1.0% | 0.0% | Dengue-2 NS5 capping pilot replicate=0.6
COc1ccccc1NC(=O)COC(=O)CCC(=O)c1cccs1 | -9.4% | 2.2%[50 µM]
COC(=O)[C@]1(C)N[C@H](CN(C)S(=O)(=O)c2ccccc2)[C@@H]2C(=O)N(C)C(=O)[C@@H]21 | -4.3% | 0.2% | Dengue-2 NS5 capping pilot replicate=2.4
CC[C@H](C)[C@H]1CNC(=S)N1CC1CCN(CC2CCC(C)CC2)CC1 (some centres undefined) | 2.6% | 0.1% | Dengue-2 NS5 capping pilot replicate=0.0
CCOc1ccc(NC(=O)CN(C)C(=O)CN2C(=O)c3ccc([N+](=O)[O-])cc3C2=O)cc1OCC | 2.2% | 1.1%[50 µM]
CC1(NC(=O)Cc2csc(-c3ccc(Cl)cc3)n2)CCS(=O)(=O)C1 (centres undefined) | -7.3% | 0.8%[50 µM]
CCc1ccccc1NC(=O)CN(C)C(=O)COC(=O)c1ccccc1Cl | -5.2% | 0.7%[50 µM]
COc1ccc(CCNC(=O)C(C)SCC(=O)Nc2ccc(F)cc2)cc1 (centres undefined) | 4.7% | -3.7%
Cc1ccc(NC(=O)CCC(=O)N2CCC(c3ccccc3)=N2)cc1S(=O)(=O)N1CCCCC1 | -7.2% | 0.4%[50 µM]
COc1ccc(NC(=O)Nc2cccc3c2O[C@H](CN(C)C(=O)Nc2c(C)noc2C)[C@@H](C)CN([C@H](C)CO)C3=O)cc1 | -66.7% | 0.9%
O=C(CCC(=O)N1CCN(S(=O)(=O)c2ccc(Cl)cc2)CC1)NCc1cccc(C(F)(F)F)c1 | 0.0% | -0.5%[50 µM]
O=C(Cc1ccc(NC(=O)C2CCN(C(=O)C3CCC3)CC2)cc1)Nc1cccc(C(=O)N2CCCCC2)c1 | 3.3% | 1.4% | Dengue-2 NS5 capping pilot replicate=1.5
COc1ccc(-c2nn(-c3ccccc3)cc2/C=C/C(=O)N(C)CC(=O)Nc2cccc(F)c2)cc1OC | -11.1% | -0.2%[50 µM]
CC1CC(C)CN(C(=O)COC(=O)CCC(=O)c2cccs2)C1 (centres undefined) | -6.2% | -0.3%
O=C(CNCc1ccc(F)cc1)Nc1cc(S(=O)(=O)N2CCOCC2)ccc1Cl | 4.4% | 0.6%[50 µM]
Cc1ccc(NC(=O)c2ccc(Cl)c(S(=O)(=O)N3CCc4ccccc43)c2)nc1 | -6.5% | -0.6%[50 µM]
O=C1C(=NO)CCCc2ccccc21 | -3.2% | 0.7%
CCN(C(=O)CSc1nnc(-c2ccc(C)cc2)n1N)c1c(N)n(Cc2ccccc2)c(=O)[nH]c1=O | 0.0% | 1.3%[50 µM]
C[C@H](CO)N1C[C@H](C)[C@@H](CN(C)Cc2ccc3c(c2)OCO3)Oc2c(NS(C)(=O)=O)cccc2C1=O | -4.6% | 0.2% | Dengue-2 NS5 capping pilot replicate=-6.7
COc1ccccc1C(=O)NCCC(=O)N1CCN(S(=O)(=O)c2ccccc2C(F)(F)F)CC1 | -8.8% | 0.2%[50 µM]
CCCCN(CC(=O)Nc1cccc(S(=O)(=O)N2CCCC2)c1)Cc1nc2ccccc2c(=O)[nH]1 | -4.4% | 0.8%[50 µM]
O=S(=O)(NC(CO)Cc1ccccc1)c1cc(Cl)ccc1F (centres undefined) | -6.5% | 0.3%
O=C(Nc1ccc(Cl)c(S(=O)(=O)N2CCOCC2)c1)c1ccc2c(c1)OCO2 | 5.0% | 4.1%
O=C(COC(=O)C1CC1)NCc1ccccc1 | -8.8% | 1.1%[50 µM]
CCOC(=O)C1CCNC(=O)C1=O (centres undefined) | -5.0% | 1.7%

Carrying on.
SMILES | Dengue-2 NS5 capping | UTI89 phage lysis | others
O=C(C[C@@H]1C/C=C/CC[C@@H](Cc2ccc(F)cc2)C(=O)O[C@@H](c2ccccc2)CNC1=O)NCCO | -1.6% | 2.9%
COc1ccc(N(C)S(=O)(=O)c2cccc(C(=O)N3CCN(c4cccc(C)c4C)CC3)c2)cc1 | -1.5% | 0.1%[50 µM]
O=C(NCC1CCCO1)c1cccc(S(=O)(=O)Nc2cccc(C(F)(F)F)c2)c1 (centres undefined) | -1.9% | 2.0%
CCOC1=C(C#N)CC2(CC1)c1ccccc1-c1ccccc12 | -5.8% | 12.7%
CC[C@@]1(C(=O)OC)N[C@H](CN(C)C(=O)Nc2ccc(F)cc2)[C@@H]2C(=O)N(Cc3ccccc3)C(=O)[C@@H]21 | -3.6% | 0.0% | Dengue-2 NS5 capping pilot replicate=1.8
COc1ccccc1C1/C(=C(/O)c2cnn(-c3ccccc3)c2C)C(=O)C(=O)N1CCN(C)C (centres undefined) | -2.3% | -0.1%
c1ccc2nc3c(ccc4ccccc43)cc2c1 | -8.9% | -1.2%
CN(C(=O)c1cccc(NC(=O)Cc2ccc(NC(=O)C3CCCN(C(=O)C4CC4)C3)cc2)c1)C1CCCCC1 (centres undefined) | -3.3% | -0.1%
